Compound activity (PubChem BioAssay)
PNC inhibitor = blocks assembly of the perinucleolar compartment. PC3M PTB-GFP, PNC prevalence imaging, 16 h; active compounds read low. activity change (PNC), negative = inhibition, % at 10 µM. actives 3.1% (n = 140,000);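 active means readout at or below -70, meaning at least 70% loss of cells showing the perinucleolar compartment, a nuclear body marking cancer cells; inconclusive means readout between -30 and a set limit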;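 further: plate controls were DMSO wells for no effect and camptothecin positive control wells for full effect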
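Compounds are pinned in duplicate onto adhered PC3M cells stably expressing GFP-tagged PTB and incubated 16 h at 37 C. Cells are then fixed, nuclei stained with Hoechst, and PNC-positive cells counted.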
12-hLO inh = blocks human 12-lipoxygenase activity | purified 12-hLO, xylenol orange hydroperoxide absorbance | P18054 | actives 0.12% (n = 150,000) | Potency, µM (highest dose often 57.1 µM), without a hit: at the highest dose activity change, negative = inhibition, actives largely listed as inhibitors; further: potency means the concentration at half of the fitted maximal effect; nearly all actives have a fitted effect of over 55% in size; many of its hits are not listed in these tables
Target sequence (P18054 whole entry, looked up): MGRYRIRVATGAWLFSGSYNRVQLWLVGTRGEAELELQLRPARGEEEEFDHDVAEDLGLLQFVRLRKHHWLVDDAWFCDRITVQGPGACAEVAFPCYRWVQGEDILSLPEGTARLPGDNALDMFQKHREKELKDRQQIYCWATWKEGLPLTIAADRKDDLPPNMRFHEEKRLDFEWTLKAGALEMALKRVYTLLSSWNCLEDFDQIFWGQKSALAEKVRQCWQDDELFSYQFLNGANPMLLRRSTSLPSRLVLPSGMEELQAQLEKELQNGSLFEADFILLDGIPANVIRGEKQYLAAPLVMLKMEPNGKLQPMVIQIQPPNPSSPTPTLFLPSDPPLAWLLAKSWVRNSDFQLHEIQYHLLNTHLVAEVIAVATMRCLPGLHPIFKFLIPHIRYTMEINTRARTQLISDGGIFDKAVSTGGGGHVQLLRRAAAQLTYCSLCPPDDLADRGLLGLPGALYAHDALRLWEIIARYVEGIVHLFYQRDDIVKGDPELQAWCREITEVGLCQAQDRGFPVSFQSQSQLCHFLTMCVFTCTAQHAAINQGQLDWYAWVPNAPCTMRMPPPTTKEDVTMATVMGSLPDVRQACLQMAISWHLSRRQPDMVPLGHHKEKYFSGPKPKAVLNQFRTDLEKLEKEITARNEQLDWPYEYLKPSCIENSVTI
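Purified human 12hLO (150 nM), preincubated 15 min with compound, then 40 uM arachidonic acid for 30 min, room temperature, Hepes pH 7.0 with 0.01% Triton X-100. Hydroperoxide detected by ferrous iron/xylenol orange; 573/405 nm absorbance ratio gives reaction progress.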
ALOX15B inhib = blocks human 15-lipoxygenase 2 activity | O15296 | purified 15hLO-2, xylenol orange hydroperoxide absorbance | Potency, µM (titrated, usually from 57.1 µM), for the others: top-dose activity change, negative = inhibition, usual class: inhibitors | actives 0.56% (n = 110,000) | AID 881; further: potency means the concentration at half of the fitted maximal effect; nearly all actives have a fitted effect of over 60% in size; many of its hits are not listed in these tables
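Purified human 15hLO-2 (50 nM) preincubated 15 min with compound, then 45 uM arachidonic acid for 90 min at RT in 25 mM Hepes pH 7.5, 0.01% Triton X-100. Hydroperoxide detected by Fe-xylenol orange; 573/405 nm absorbance ratio.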
IMPase cell inh = cell-permeable inhibitors of inositol monophosphatase (IMPase); inhibition (IP1 accumulation), % at 46.1 µM; CHO-M1 cells, IP1 accumulation, HTRF TR-FRET ratio; AID 901; 120,000 tested, under 10 active; P97697; active means well fitted curve in the direction sought with a large enough effect in the signal ratio, not every such curve was filed as active; inconclusive means small, poorly fitted or top-dose-only effect, or a change in a side signal; inactive means no such curve, though single readings can be large or run the other way; the % refers to the signal ratio;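 further: cells stimulated with carbachol in lithium chloride buffer; plate controls were DMSO basal wells for no effect and reference inhibitor wells for full effect; higher means more IMPase inhibition seen as more IP1 and lower FRET ratio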
Target sequence (P97697 whole entry, looked up): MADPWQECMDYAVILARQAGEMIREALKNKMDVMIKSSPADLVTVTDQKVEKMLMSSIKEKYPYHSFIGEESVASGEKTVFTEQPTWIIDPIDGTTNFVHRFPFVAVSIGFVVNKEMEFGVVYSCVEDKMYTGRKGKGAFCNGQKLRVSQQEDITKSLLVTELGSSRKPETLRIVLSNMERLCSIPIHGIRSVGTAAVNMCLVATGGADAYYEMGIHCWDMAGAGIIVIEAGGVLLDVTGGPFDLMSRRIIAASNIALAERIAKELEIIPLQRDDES
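Seeded CHO-M1 cells were dosed with compound at up to 46 uM, stimulated with carbachol for 30 min, then lysed in IP-One detection reagents. Higher IP1 lowers the TR-FRET signal.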
* hit, by the source's call; ? = inconclusive; nt = not tested or not shown; & = joins results of further samples; [ ] = remark or other dose. Unless noted, the call rests on the fitted dose curve; in most records, active means well fitted curve in the direction sought with a large enough effect; inconclusive means small, poorly fitted or top-dose-only effect, or another doubt; inactive means no such curve, though single readings can be large; an effect the other way counts as inactive or inconclusive. Unless noted, on the % scale 0 is the no-effect control and ±100 the full control effect.

Values run as follows: PNC inhibitor	12-hLO inh	ALOX15B inhib	IMPase cell inh
COc1ccc2c(c1)OC(c1ccccc1)(C(F)(F)F)NC2=O (stereo not given)
 : -24	3%	nt	7
Cc1csc(NC(=O)c2ccc(S(=O)(=O)N(C)c3ccccc3)cc2)n1
 : ?	-17%	48%[activator]	7
COc1cccc(C(=O)Oc2c(CN3CCOCC3)cc(Cl)c3cccnc23)c1
 : 7	-29%	38%[activator]	11
Cn1c(=O)[nH]c(=O)c2c1nc(NCCCn1ccnc1)n2CCOc1ccccc1
 : -13	-5%	14%	7
COc1cc(OC)cc(C(=O)Nc2ncc3c(n2)CC(C)CC3=O)c1 (stereo not given)
 : 27	-1%	6%	10
COc1ccc(C)cc1NC(=O)c1cc2ccccc2o1
 : ?	-3%	12%	-10
CCN(CC(=O)Nc1c(C(=O)OC)[nH]c2ccc(C)cc12)c1ccc2c(c1)OCO2
 : -119*	-14%	-8%	14
Cc1nn(CC(O)Cn2cnc3c2c(=O)n(C)c(=O)n3C)c(C)c1Br (stereo not given)
 : 28	6%	-3%	-9
CC1=CC(C)(C)N2C(=O)C3(SCC(=O)N3c3ccc(O)cc3)c3cc(C)cc1c32 (stereo not given)
 : ?	0%	?	9
Cc1csc(C(C#N)C(=O)c2ccc(S(=O)(=O)N3CCCC3)cc2)n1 (stereo not given)
 : 36	-1%	1%	3
Cc1ccc(-c2cc(=O)[nH][nH]2)c(C)c1
 : ?	-9%	6%	4
O=C1c2ccccc2C(Nc2ccc3c(c2)OCCO3)N1c1ccc(Cl)cn1 (stereo not given)
 : -19	-6%	-8%	0
Cc1cc2c(c(=O)n1Cc1cccnc1)C(c1cccs1)C(C#N)=C(N)O2 (stereo not given)
 : ?	-12%	4%	-11
Cc1nc(NC(=O)c2ccccc2)nc2cc3c(cc12)OCO3
 : ?	0%	nt	-1
CC1CCCCN1Cc1c(O)ccc2c(=O)c(-c3nc4ccccc4s3)c(N)oc12 (stereo not given)
 : ?	-6%	nt	nt
O=C(Nc1cc([N+](=O)[O-])ccc1F)C1CC1
 : 12	-1%	nt	nt
O=C(Nc1ccc(O)c(-c2nc3ccccc3o2)c1)C1(c2ccc(Cl)cc2)CCCC1
 : ?	0%	nt	4
Cc1cc(C)cc(CSCC(=O)N/N=C/c2ccc(OCC(=O)NCc3ccco3)cc2)c1
 : ?	1%	?	1
COc1ccc(Cl)cc1NC(=S)NCCC(c1ccccc1)c1ccccc1
 : 59	?	nt	-9
CCOc1ccc(/C=C2\SC(=S)N(Nc3ccccc3)C2=O)cc1OC
 : -18	1%	nt	nt

Values run as follows: PNC inhibitor	12-hLO inh	ALOX15B inhib	IMPase cell inh
CN1CCN(Cc2cc(=O)oc3cc4c(cc23)CCC4)CC1
 : -6	2%	17%	3
CCCC1=NN(C(=O)Cc2ccc(OC)cc2)C(O)(C(F)(F)F)C1 (stereo not given)
 : ?	-1%	nt	7
O=C(CC1CCCCC1)c1c(O)c2ccccc2oc1=O
 : -25	-9%	-20%	1
NNC(=O)C1CC1c1ccc(Cl)cc1 (stereo not given)
 : -4	-5%	nt	nt
CCN(CCO)c1ncnc2c1sc1nc(C(C)C)c3c(c12)CC(C)(C)OC3
 : -18	6%	5%	?
O=C(NC1CCCCNC1=O)c1ccc(Cl)cc1 (stereo not given)
 : -1	-1%	5%	8
COc1ccccc1-n1cnc2cc(C(=O)NCc3ccco3)ccc21
 : 3	-8%	-1%	11
O=C(NC(=S)Nc1ccc(S(=O)(=O)Nc2nccs2)cc1)c1cccc(F)c1
 : ?	-3%	nt	-1
COc1ccc(C(=O)N2CCCC(c3nc(-c4cccs4)no3)C2)cc1OC (stereo not given)
 : -7	-3%	0%	?
CCOC(=O)C1=C(C)C2C3C(=O)N(c4cc(C)ccc4C)C(=O)C3C1(C)C1C(=O)N(c3cc(C)ccc3C)C(=O)C21 (stereo not given)
 : 20	1%	nt	nt
Cc1ccc(NC(=O)c2ccc(N3CCOCC3)c([N+](=O)[O-])c2)cc1S(=O)(=O)N1CCOCC1
 : -4	-2%	nt	6
Cc1ccc(C(=O)OCC(=O)Nc2sc3c(c2C#N)CCCCC3)cc1NC(=O)c1ccco1
 : 47	-5%	-9%	-5
Cc1cc(NS(=O)(=O)c2ccccc2)n(-c2ccccc2)n1
 : ?	-4%	3%	4
CCOc1c(OC(C)=O)ccc(/C=C/c2ccc3cccc(OC(C)=O)c3n2)c1[N+](=O)[O-]
 : -2	-10%	11%	-1
COc1ccc(C2=NN(C(=O)CSc3cn(C)c4ccccc34)C(c3ccc(OC)cc3)C2)cc1 (stereo not given)
 : -22	-11%	-9%	9
Cn1c(C(=O)N(Cc2ccccc2)Cc2ccccn2)cc2sccc21
 : 50	-6%	7%	4
CS(=O)(=O)N1CCCC(C(=O)NCc2cccs2)C1 (stereo not given)
 : -1	-4%	8%	7
COc1ccc(CN2CNc3nc4ccccc4n3C2)cc1
 : 16	4%	27%	3
CC(C)(C)c1ccc(C(=O)N/C(=C\c2cccs2)C(=O)NCc2ccco2)cc1
 : -24	-15%	2%	-3
O=C(c1cnccn1)N1CCC[C@@]2(CCN(C(c3ccccc3)c3ccccc3)C2)C1
 : nt	-5%	1%	nt

Values run as follows: PNC inhibitor	12-hLO inh	ALOX15B inhib	IMPase cell inh
COC(=O)c1c(NC(=O)c2ccco2)sc(C(=O)N(C)C)c1C
 : -100*	11%	nt	-7
Nc1c(-c2ccccc2)cnn1-c1ccc(C(=O)O)cc1
 : 14	-5%	-2%	-5
O=C(COC(=O)COc1ccccc1[N+](=O)[O-])Nc1ccccc1Br
 : -2	-5%	nt	nt
Cc1oc2c(C)c(O)ccc2c(=O)c1-c1cnn(-c2ccccc2)c1
 : -2	4%	-26%	-2
COCCN(C(=O)Cn1nnc2ccccc21)C(C(=O)NC1CCCCC1)c1ccc(OC)cc1OC (stereo not given)
 : -19	5%	nt	8
CS(=O)(=O)N(CC(=O)NCCC1=CCCCC1)c1ccc2c(c1)OCO2
 : 27	-6%	4%	?
O=C(O)CCN1C(=O)c2ccc(NC(=O)c3cccs3)cc2C1=O
 : 3	0%	-3%	-6
COc1ccc(Cl)cc1N1C(=O)C2CCCN2C1c1ccccc1F (stereo not given)
 : 8	4%	-3%	2
Oc1ccc2ccccc2c1/C=C\c1ccc2c(Br)cc(Br)c(O)c2n1
 : nt	-7%[11.4 µM]	27%[11.4 µM]	nt
O=C(Nc1nnc(SCc2ccc(F)cc2)s1)C1CC(=O)N(Cc2ccccc2)C1 (stereo not given)
 : -25	-3%	nt	nt
COc1c(F)c(F)c(C(=O)Nc2ccccc2N2CCN(C(C)=O)CC2)c(F)c1F
 : ?	-3%	-11%	4
Cc1cc(Oc2nc3c(C)cccn3c(=O)c2/C=C(\C#N)S(=O)(=O)c2ccc(Cl)cc2)ccc1Cl
 : 40	0%	nt	-9
C/C(=C\c1ccco1)C1C(C#N)=C(N)Oc2n[nH]c(-c3ccc(C)cc3)c21 (stereo not given)
 : 2	-19%	2%	7
O=C1NC(c2ccncc2)C(C(=O)c2cccs2)C(O)(C(F)(F)F)N1 (stereo not given)
 : 34	4%	4%	1
COC(=O)c1cccc(NC(=O)c2cccnc2)c1
 : 80	2%	-5%	4
CCCN(CCC)c1nc(N)nc(-c2cc(Cl)ccc2OC)n1
 : 55	-7%	38%[activator]	3
CNC(=S)NNC(=O)c1cccn(Cc2ccc(Cl)cc2Cl)c1=O
 : 135	-7%	4%	-1
CCCC/C(O)=C1\C(=O)CC(C)(C)CC1=Nc1ccccc1OC
 : -28	-1%	-7%	6
CCOc1ccc(C2SCC(=O)N2c2c(C)n(C)n(-c3ccccc3)c2=O)cc1 (stereo not given)
 : -22	-3%	-3%	7
C=CCNc1ncnc2c1[nH]c1ccccc12
 : 21	4%	8%	10

Values run as follows: PNC inhibitor	12-hLO inh	ALOX15B inhib	IMPase cell inh
CCOC(=O)C(NC(=O)CC)C(O)c1cccc([N+](=O)[O-])c1 (stereo not given)
 : ?	3%	-1%	0
O=C(CSc1ncn(-c2ccccc2)n1)NCc1ccccc1
 : 20	-6%	-3%	?
CCCNc1ccc(S(=O)(=O)N(CC)CC)cn1
 : 18	-3%	nt	nt
O=C(CN1CCCCC1)NC(=O)NCc1ccccc1
 : 61	9%	nt	nt
Cc1ccc(NC(=O)C(C)Sc2nc(=O)cc(N)n2-c2ccccc2)cc1 (stereo not given)
 : -21	-20%	-8%	3&1
N/C(=N\OC(=O)c1ccc(Cl)cc1Cl)c1ccccc1
 : -9	-10%	-4%	2
O=C(Nc1nc2n(n1)C(c1ccccc1)C=C(c1ccccc1)N2)c1ccco1 (stereo not given)
 : -5	-19%	0%	3
O=C(CN1C(=O)C2CC=C(Cl)CC2C1=O)Nc1ccc(C(=O)O)cc1 (stereo not given)
 : 4	2%	1%	2
CCOC(=O)c1nnn(-c2nonc2-n2cccc2)c1CN1CCC(C(=O)OCC)CC1
 : 11	1%	nt	3
Cc1ccc(C#N)c(SCc2cc3c(cc2Cl)OCO3)n1
 : ?	-5%	-4%	5
CC(=O)c1ccc(N2CCN(C(=O)c3ccc(Br)cc3)CC2)c(F)c1
 : ?	-1%	-9%	14
OC(C#CCN1CCCC1)c1ccccc1 (stereo not given)
 : -87*	-10%	10%	10
COC(=O)c1sc2ccccc2c1NC(=O)c1ccc(S(=O)(=O)N2CC(C)CC(C)C2)cc1 (stereo not given)
 : 79	3%	nt	0
O=c1c2c([nH]c3ccccc13)C(=C1CCCC1)CC2
 : 5	-8%	-14%	4
CNc1nc(C)c(C(=O)OCc2ccccc2)s1
 : -8	-2%	-2%	17
O=C(Cc1ncc(C(F)(F)F)cc1Cl)Nc1cccc(Br)c1
 : ?	-19%	-5%	5
O=C(CS(=O)(=O)Cc1ccccc1)N1CCN(c2cccc(C(F)(F)F)c2)CC1
 : 24	-10%	-6%	4
Cc1cc(NC(=O)c2c(Br)c(C)nn2C)no1
 : -11	9%	nt	nt
Cc1ccc(OC(F)F)c(NC(=O)Nc2cccc(C(F)(F)F)c2)c1
 : 42	-2%	6%	12
COc1ccc(C/C(N)=N/OC(=O)c2cccc([N+](=O)[O-])c2)cc1
 : 49	2%	nt	nt

Values run as follows: PNC inhibitor	12-hLO inh	ALOX15B inhib	IMPase cell inh
O=c1[nH]c(Cc2ccccc2)nc2c1oc1ccccc12
 : 16	-12%	-6%	-7
Nc1ccccc1S(N)(=O)=O
 : nt	-1%[25.6 µM]	3%[25.6 µM]	1[20.6 µM]
COC(=O)NNC(=O)COc1ccccc1C
 : 16	-1%	nt	nt
O=C(CC12CC3CC(CC(C3)C1)C2)N1CCCOC1
 : -19	-6%	4%	5
N/C(Cc1ccccc1)=N\OC(=O)c1cccc2ccccc12
 : ?	2%	nt	nt

Not all compounds are listed; count on the stated rates, not on these rows.
